# Assay outcomes: PubChem BioAssay, The Scripps Research Institute Molecular Screening Center
# M1 ag = activates human CHRM1 receptor; P11229; CHO-K1 hM1, Fluo-8 calcium fluorescence, agonist mode; 0% DMSO, 100% acetylcholine EC100; activation, % at 3 µM; AID 588814; actives 0.33% (n = 360,000);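 active = activation above the run's mean compound activation plus 3 SD, cut at about 16% in these data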;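 also: peak over basal fluorescence ratio within a 140 s kinetic read after compound addition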
# Target sequence (P11229 whole entry, looked up): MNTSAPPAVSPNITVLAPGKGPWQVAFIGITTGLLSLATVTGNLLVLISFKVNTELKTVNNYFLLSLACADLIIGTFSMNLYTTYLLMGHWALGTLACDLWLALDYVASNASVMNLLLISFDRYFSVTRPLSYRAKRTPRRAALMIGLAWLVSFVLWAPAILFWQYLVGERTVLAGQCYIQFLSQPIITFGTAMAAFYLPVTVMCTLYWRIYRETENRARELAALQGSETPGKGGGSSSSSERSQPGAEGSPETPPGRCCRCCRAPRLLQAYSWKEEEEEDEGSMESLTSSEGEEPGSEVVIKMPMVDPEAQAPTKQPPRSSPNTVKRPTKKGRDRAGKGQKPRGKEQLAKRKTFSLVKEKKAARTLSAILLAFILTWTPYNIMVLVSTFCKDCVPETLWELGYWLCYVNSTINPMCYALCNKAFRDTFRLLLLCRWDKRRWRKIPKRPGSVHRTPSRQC
# V1aR counter = counter-screen for oxytocin receptor agonists: human V1a receptor agonists | P37288 | activation, % at 3 µM | CHO-V1R cells, Fluo-8 calcium fluorescence, agonist mode; 0% DMSO, 100% 3 nM vasopressin | actives 0.25% (n = 320,000);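 active = activation above the mean activation of all tested compounds plus 3 SD, per screening run, cut at about 20% in these data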;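 also: signal is peak over basal fluorescence ratio across a 100 second FLIPR read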
# CHRM1 PAM = human CHRM1 positive allosteric modulation; activation, % at 3 µM; actives 0.088% (n = 360,000); CHO-K1 hM1, Fluo-8 calcium fluorescence, ACh EC20; 0% = ACh EC20, 100% = maximal ACh; AID 588819; in the data active = activation above about 19%, passing the limit was not always enough
# CHO parental Ca = signal in parental CHO cells, OX1R antagonist counter-screen | AID 463079 | parental CHO-K1, ATP-induced calcium, Fluo-8 fluorescence | actives 0.63% (n = 330,000) | inhibition, % at 5.6 µM;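 active = inhibition above that plate's mean sample inhibition plus 3 SD, cut at about 26% in these data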;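 also: 0% = ATP-challenged DMSO wells and 100% = DMSO wells without ATP; some compounds past the cut are filed as inactive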
#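 Assay system – parental CHO cells · Reagent – ATP stimulus · Detection – intracellular calcium via Fluo-8 no-wash fluorescent dye · Evaluation – percent inhibition of ATP-evoked calcium rise, normalized to controls · Controls – ATP wells versus no-ATP DMSO wells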
# OXTR ag = activates the human oxytocin receptor; P30559; CHO-OTR cells, Fluo-8 calcium fluorescence; normalized: DMSO 0%, oxytocin 100%; activation, % at 3 µM; actives 0.32% (n = 320,000);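 active = activation above the mean of all tested compounds plus 3 SD, cutoff set per screening run, cut at about 20% in these data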;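 also: peak over basal fluorescence ratio from a 100 s FLIPR kinetic read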
# Target sequence (P30559 whole entry, looked up): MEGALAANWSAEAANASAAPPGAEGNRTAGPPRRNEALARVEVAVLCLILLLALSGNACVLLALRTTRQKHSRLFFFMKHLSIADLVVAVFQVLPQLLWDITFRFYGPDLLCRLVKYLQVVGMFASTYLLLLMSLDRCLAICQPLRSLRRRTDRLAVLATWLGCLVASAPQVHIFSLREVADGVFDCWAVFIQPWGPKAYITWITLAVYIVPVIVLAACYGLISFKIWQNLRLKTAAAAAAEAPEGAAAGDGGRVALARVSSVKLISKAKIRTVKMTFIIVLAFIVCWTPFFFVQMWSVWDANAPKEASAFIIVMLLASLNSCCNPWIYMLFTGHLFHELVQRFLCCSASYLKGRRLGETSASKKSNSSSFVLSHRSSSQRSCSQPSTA
# OXTR potentiator = potentiates the human oxytocin receptor response; actives 0.061% (n = 320,000); AID 2445; activation, % at 3 µM; P30559; CHO-OTR cells, Fluo-8 calcium fluorescence, potentiator mode; 0% = oxytocin EC15, 100% = EC100;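 active = activation above that plate's cutoff, the mean activation of tested compounds plus 3 SD, cut at about 6.6% in these data, passing the limit was not always enough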;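 also: 100% uses oxytocin at 75 nM as the full agonist control; some results filed as inactive read as strong as hits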
#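 Assay system: CHO cell line stably expressing human OTR | Also added: Oxytocin at about EC15, sub-maximal agonist stimulus | Times: Compound 6 min at room temperature before oxytocin, 100 s read | Measured by: Fluo-8 intracellular calcium fluorescence, ex 470-495, em 515-575 nm | Controls: EC15 oxytocin alone as 0%, 75 nM oxytocin as 100%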
# CHRM1 antagonist = antagonists of human M1 muscarinic receptor; actives 1.3% (n = 360,000); CHO-K1 hM1, Fluo-8 calcium fluorescence, ACh EC80 antagonist; inhibition, % at 3 µM; P11229; AID 588852;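 active = percent inhibition above its own plate's cutoff, namely the mean of that plate's compound wells plus 3 SD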;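 also: peak over basal fluorescence ratio during 140 s after agonist addition; 0% = ACh EC80 plus DMSO and 100% = DMSO alone without agonist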
# TAAR1 antagonist = antagonists of human TAAR1 | CHO RD-HGA16 TAAR1, Fluo-8 calcium fluorescence, antagonist | AID 624466 | actives 1.5% (n = 360,000) | inhibition, % at 3 µM | Q96RJ0;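 active = inhibition above a per-plate cutoff, the mean inhibition of test compounds on that plate plus 3 SD, cut at about 49% in these data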;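 also: 0% = DMSO plus EC80 beta-PEA response and 100% = DMSO alone without agonist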
#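 System: RD-HGA16 CHO cells with stable hTAAR1 and Gα16 | Probe or stimulus: EC80 β-phenethylamine stimulus | Dosing: 3 µM, single point | Times: Dye loading 75 min at 37 °C, then 30 min room temperature | Measured by: Fluo-8 calcium-sensitive fluorescence | Read-out basis: % inhibition of agonist calcium response | Replicates: n of 1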
# TAAR1 ag = human TAAR1 agonism | Q96RJ0 | CHO RD-HGA16 TAAR1, Fluo-8 calcium fluorescence; vehicle wells 0%, saturating PEA agonist 100% | activation, % at 3 µM | actives 0.99% (n = 360,000) | AID 624467;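 active = activation above the mean activation of all test compounds in the run plus 3 SD, cut at about 38% in these data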
#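 System: CHO-derived RD-HGA16 cells with stable Gα16 and human TAAR1 / Times: 17-24 h plating, Fluo-8 75 min 37 °C, 30 min RT / Technique: calcium-sensitive Fluo-8 signal, excitation 470-495, emission 515-575 nm / Measure: % activation relative to PEA EC100 response / Benchmarks: DMSO and PEA EC100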
# Active calls of the source: *; · = no result given; & = joins results of further samples.
Molecule	CHRM1 PAM	TAAR1 antagonist	CHO parental Ca	M1 ag	OXTR ag	V1aR counter	TAAR1 ag	OXTR potentiator	CHRM1 antagonist
COc1ccc2nc(COC(=O)c3ccco3)c(C(C)=O)[n+]([O-])c2c1	5	-9	-28	-2	-0.2	1.1	11	-10	-5
CCC1Oc2nc(SC)nnc2-c2ccccc2N1C(=O)c1ccccc1 (configuration not stated)	11	-1	-18	-2	-1.4	-0.6	7	-15	-12
Cc1n[nH]c(=O)nc1N1CCc2ccccc2C1	3	9	1	-3	1.5	0.5	6	-12	0
CC1=NN(/C(=N\c2nnc(C)s2)Nc2ccc(C)cc2)[C@H](c2ccc(C)cc2)S1	-3	-8	-14	-4	-1.7	0.6	11	-19	12
COc1ccc(CNS(=O)(=O)c2csc(C(N)=O)c2)cc1OC	11	-27	-20	-3	-0.5	0.9	1	-6	-15
COc1ccc(Cl)cc1S(=O)(=O)NCc1cccnc1	9	12	-4	-4	1.1	0.6	9	5	-8
O=C(Nc1nnc(S(=O)(=O)N2CCOCC2)s1)c1ccccc1	3	2	10	0	0.3	1.0	-1	-4	-6
CCOc1cccc(C(=O)NC(=S)Nc2ccc3c(c2)OCCO3)c1	3	-56	11	-4	-0.9	0.8	1	-5	0
CC(C)C[C@H](NC(=O)C1CC(=O)N(c2ccc3c(c2)OCCO3)C1)C(=O)NC1CCCC1 (some centres not stated)	9	-12	-6	1	0.0	0.4	1	-5	-2
CN1CCN(C(=O)CC23CC4CC(CC(C4)C2)C3)CC1	1	12	-3	-7	-0.2	0.2	2	-8	4
Cc1cc(NC(=O)CSc2nc(-c3cccnc3)ccc2C#N)no1	6	-2	-9	-3	-1.0	0.1	3	-11	-8
CCOP(=O)(OCC)/C(=N/OC(=O)c1ccccc1C)C(N)=O	-1	-10	5	-6	-0.1	0.6	-1	0	-5
O=C(NC1CCCCC1)c1cccc(OCc2ccccc2)c1	14	-21	-17	-2	0.2	0.2	0	3	-15
CC(C)c1ccc(NC(=O)CNC(=O)Cn2ccc3ccccc3c2=O)cc1	13	1	-5	-2	0.4	-0.1	2	-1	-11
CCOC(=O)Nc1ccc2c(c1)C(=NO)c1ccccc1-2	4	1	·	-4	·	·	-2	·	-12
COc1ccc(C)cc1NC(=O)CCCNC(=O)Cn1cnc2sc(C)c(C)c2c1=O	1	-21	-25	-5	-1.9	-0.3	1	3	-1
N#Cc1ccc(/C=N/NC(=O)c2cc(-c3cccs3)nc3ccccc23)cc1	3	3	-38	-3	-0.6	0.8	10	-4	-1
COc1cc(OC)cc(C(=O)NC(=S)Nc2ccc(Cl)c(C(=O)O)c2)c1	-5	5	9	-1	1.3	0.5	10	5	5
CCOC(=O)C1=C(COC(=O)CSc2ccc(Br)cc2)NC(=O)NC1C (configuration not stated)	3	2	-18	-1	-1.6	-0.4	4	-6	-7
O=C(c1ccc(=O)oc1)N1CCN(c2ccc(F)cc2)CC1	8	9	2	-1	0.1	0.6	0	-2	-5
CCOc1ccc(N(C(=O)CNS(=O)(=O)c2ccccc2)C(CC)C(=O)NCc2ccco2)cc1 (configuration not stated)	11	-17	-15	-5	-2.1	-0.9	0	-13	-10
O=C(CCSc1ccccc1)Nc1ccc(OCc2ccccc2)cc1	-2	34	5	-4	-1.7	0.0	6	-16	0
COc1ccc(OC)c(NC(=O)C2(C)CCN2Cc2ccsc2)c1 (configuration not stated)	-11	-4	·	-3	·	·	-2	·	10
COc1ccc(N(CC(=O)NCc2ccco2)S(=O)(=O)c2ccc(C)cc2)cc1OC	4	0	-20	-3	0.9	0.3	2	-8	1
CC(C)CCN1C(Nc2ccccc2)=NC[C@@H]1CC(C)C	-2	-3	-16	-13	1.1	1.3	8	1	5
O=C(O)c1c[nH]c(=S)n1-c1ccc(F)cc1	15	8	3	0	0.4	0.9	-3	-5	-16
Nc1cc(-c2cccc([N+](=O)[O-])c2)[nH]n1	11	6	1	-8	0.8	0.2	0	1	-4
Cn1cc(Cl)c(C(=O)NC2CCCC2)n1	6	-1	-8	-2	-1.1	0.2	-1	1	-13
Cc1cccc(N2CCN(C(=O)C3CCN(S(=O)(=O)N4CCOCC4)CC3)CC2)c1C	6	1	-10	-10	2.3	4.9	0	-7	-5
COc1ccc(C(=O)NC2(C(F)(F)F)N=C3SCCN3C2=O)cc1 (configuration not stated)	-8	12	-10	-2	-0.2	0.5	2	-5	11
Nn1c(COc2ccccc2)nnc1SCC(=O)O	11	1	-4	-3	-0.5	1.4	5	-8	-16
N#CC(C#N)=NNc1ccc2cn[nH]c2c1	5	5	·	10	·	·	2	·	1
CC(O)c1nc(C(C)O)n(CC(=O)c2ccccc2)n1 (configuration not stated)	9	3	-4	-1	0.6	1.4	3	2	-8
COc1ccc(C(=O)Nc2ccc(N3CCCCC3)cc2)cc1Br	4	0	-10	-11	-1.8	-0.1	-1	-7	3
COc1ccc(C)cc1S(=O)(=O)N1CCOCC1	12	-3	-7	-7	1.1	0.0	-1	-1	-8
Cc1ccc(S(=O)(=O)Nc2c(O)c3ccccc3oc2=O)cc1C	6	10	7	-4	0.3	-0.2	2	-7	-7
CCOC(=O)NC(=O)c1cn(N(C)c2ncc(C(F)(F)F)cc2Cl)c(=O)[nH]c1=O	14	-2	-14	-7	-1.1	1.0	1	-6	-7
Cc1c(Cl)ccc2c1NC(=O)[C@]21N[C@@H](Cc2ccccc2)[C@H]2C(=O)N(c3ccc(F)cc3)C(=O)[C@H]21	1	36	5	17*	27*	24*	92*	-12	12
CCOc1cc(C=NN=C2c3ccccc3-c3ccccc32)ccc1O	2	-6	·	-4	·	·	5	·	-11
Cc1ccc(C#CC[N+]2(C)CCCCC2)cc1	-6	-20	-14	-8	0.2	-0.6	11	-1	10
O=C(COc1ccc(Cl)cc1Cl)OCC(=O)N1CCCc2ccccc21	6	-23	-10	-9	0.5	1.9	5	-8	-2
O=C(Nc1ccc2oc(-c3ccncc3)nc2c1)c1ccc2c(c1)OCCO2	13	22	-7	1	2.3	0.5	6	-4	-12
OCCC1CN(Cc2cccn2-c2ccccn2)CCN1C1CCCC1 (configuration not stated)	5	-4	-17	-8	0.0	1.1	0	3	-6
COC(=O)c1ccc(CNC(=O)COC(=O)c2cc(Cl)ccc2O)cc1	5	70*	-25	-2	2.8	0.7	62*	-7	-5
O=C(Nc1ccc(N2CCN(C(=O)c3ccco3)CC2)cc1)c1ccc(Br)cc1	1	-1	-19	-2	0.1	0.6	0	-6	-4
Cc1[nH]c2ccccc2c1C(c1ccncc1)N1CCC(C)CC1 (configuration not stated)	5	-3	-10	-3	1.2	1.1	0	0	4
CC(C)c1ccc(NC(=O)Nc2nc(C(C)N)cs2)cc1 (configuration not stated)	15	0	·	-1	·	·	5	·	-12
COc1ccc(C(=O)OCc2csc(C)n2)c(O)c1	-5	-10	-12	-7	-1.3	-0.4	1	-4	2
O=C(N/N=C/c1ccccc1[N+](=O)[O-])c1cccs1	6	12	-8	-2	-1.3	-0.7	2	-2	-9
COc1ccc([N+](=O)[O-])cc1NC(=O)CC1SC(=Nc2cccc(C)c2C)N(/N=C/c2cccc(OC)c2OC)C1=O (configuration not stated)	-2&5	1&-2	-13	0&-3	1.5	1.3	1&0	-5	20&0
CCc1cc([N+](=O)[O-])cc(CC)c1N	-11	15	-26	-5	-1.4	-1.5	-2	-11	-12
Cc1cccc(-n2c(C)cc(/C=N\NC(=O)c3ccco3)c2C)c1	12	-20	-17	-11	-1.3	-0.3	3	-10	-8
O=C(Nc1ccnn1C1CCN(Cc2ccc(Cl)cc2)CC1)C1CCCC1	-2	-2	-10	-4	0.1	3.6	7	-4	7
COc1ccc(-c2cn(CCO)c(-c3ccc(Cl)nc3)n2)cc1	2	3	5	-3	0.1	4.3	1	4	-12
CC(=O)c1c(C)[nH]c(C(=O)OCC(=O)Nc2cccnc2Cl)c1C	-1	-1	-11	-1	5.5	3.4	6	-1	-10
N#Cc1ccc(OCC(=O)NN2Cc3ccccc3C2=N)cc1	5	2	-7	0	1.4	-0.6	5	-3	-9
Cc1nn(-c2ccccc2)c(C)c1C(=O)OCC(=O)NC(=O)NC1CCCC1	6	-32	-26	-5	-2.0	-0.7	-4	-9	-7
Cc1ccc(NC(=O)C2(NC(=O)c3cccc(N4C(=O)CSC4c4ccccc4)c3)CCCCC2)cc1 (configuration not stated)	8	-17	-23	-4	-2.6	1.1	3	-15	-6
Cc1oc2c(c1C(=O)N1CCC(C)CC1)C(=O)c1ccccc1C2=O	·	8	-21	·	-1.0	-1.0	4	-6	·
Cn1c(-c2ccc(F)cc2)cnc1SCC(=O)NCc1ccco1	8	-3	-11	-4	-1.7	1.5	-2	0	-8

# (list continues)
Molecule	CHRM1 PAM	TAAR1 antagonist	CHO parental Ca	M1 ag	OXTR ag	V1aR counter	TAAR1 ag	OXTR potentiator	CHRM1 antagonist
O=C(NCCCN1CCOCC1)c1cccc(S(=O)(=O)N2CCc3ccccc32)c1	-3	-12	·	-8	·	·	1	·	0
Cc1ccc(Sc2cc(N3CCOCC3)nc(-c3ccccc3)n2)cc1	9	-15	-2	-3	2.2	1.1	48*	-4	-15
Cc1onc(-c2ccccc2)c1C(=O)Nc1ncc([N+](=O)[O-])s1	-13	-1	5	7	21*	9.6	8	-14	27
CC(C)n1c(Sc2nccn2C)nc2c1c(=O)n(C)c(=O)n2C	4	-10	-8	-7	-0.1	-0.1	7	-3	-3
COCCCN1C(=O)C(CC(=O)NCc2cccs2)CC(C(=O)N(C(C)C)C(C)C)=C1C (configuration not stated)	4	-16	·	-1	·	·	4	·	-25
Cc1ccc(-c2ccc([C@H]3[C@@H]4C=CCC[C@@]4(C)C(=O)N3Cc3ccccc3)c(F)c2)cc1	6	-13	-21	1	-0.5	-0.3	8	-1	-5
O=C(Nc1cccc(Cl)c1)Nc1cc(S(=O)(=O)N2CCOCC2)ccc1N1CCCC1	-1	-11	-3	-3	3.5	4.0	12	-7	1
